p53ts 39C kill: qHTS Screen for Compounds that Selectively Target Cancer Cells with p53 Mutations: Cytotoxicity of p53ts Cells at the Nonpermissive Temperature. AID 902, 2007. 1.5% of 130,000 active. H1299-p53A138V viability at 39C, ATP luminescence, 24 h. Potency, µM (series often up to 46.1 µM), inactives show at the top dose activity change, negative = cell killing, usual class: cytotoxic; note: nearly all actives have a fitted effect of over 55% in size
IkB signaling: IkB Signaling | ABC-DLBCL IkBa-CBG/CBR dual luciferase ratio, 4 h; response scale: scaled: untreated 0%, proteasome inhibitor 100% | AID 445, 2006 | 0.04% of 110,000 active | Potency, µM (series often up to 57.1 µM), without a hit: top-dose IkBa stabilization activation; active = well fitted curve in the direction sought with a large enough effect in the signal ratio, not every such curve was filed as active; inconclusive = small, poorly fitted or top-dose-only effect, or a change in a side signal; the % refers to the signal ratio;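 note: the direction sought is a rising ratio; 0% = basal untreated cells and 100% = reference inhibitor full response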
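Luminescence ratio of IκBα-fused green versus native red beetle luciferase in OCI-Ly3 cells, 4 h post-doxycycline with compound; red signal alone, scaled from basal (0%) to zero light (-100%), flagged nonspecific or cytotoxic effects.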
p53ts 32C tox: qHTS Screen for Compounds that Selectively Target Cancer Cells with p53 Mutations: Cytotoxicity of p53ts Cells at the Permissive Temperature; H1299-p53A138V at 32C, ATP luminescence viability, 24 h; Potency, µM (top dose mostly 46.1 µM), inactives show at the top dose activity change, negative = cytotoxicity, hits mostly cytotoxic; 0.93% of 130,000 active; AID 924, 2007;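 note: 0% = DMSO and -100% = full killing by reference compound; nearly all actives have a fitted effect of over 55% in size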
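Viability by ATPlite luminescence after 24 h compound treatment (up to 46 uM) at the permissive 32C. Cells are H1299 carrying p53 A138V. Scale runs from DMSO basal to 100 uM tamoxifen as full kill; AC50 from Hill fits.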
Imprint erasure: qHTS Assay for Compounds that Induce Erasure of Genomic Imprints; 0.02% of 110,000 active; mouse ES Peg3-LacZ reporter, beta-gal luminescence, 40 h; Potency, µM (doses to about 60.7 µM), inactives show at the top dose activity change, positive = activation, actives largely listed as activators;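 note: 0% = negative control wells on the plate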
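Readout: BetaGlo luminescence (5 min, room temp) for LacZ from the normally silent maternal Peg3 allele in female Peg3LacZ-Neo ES cells. Cells 300/well, 40 h, 37C, 5% CO2. Data normalized per plate to negative controls.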
Active calls of the source: *; ? = inconclusive; · = no result given; & = joins results of further samples; [ ] = remark or other dose. Unless noted, calls come from the whole dose curve; as a rule, active = well fitted curve in the direction sought with a large enough effect; inconclusive = small, poorly fitted or top-dose-only effect, or another doubt; inactive = no such curve, though single readings can be large; an effect the other way counts as inactive or inconclusive. Unless noted, % is set by controls: 0 for no effect and ±100 for the full control effect; potency is the fitted concentration of half-maximal effect.

Letters – A = p53ts 39C kill; B = IkB signaling; C = p53ts 32C tox; D = Imprint erasure
> Cc1ccc(Cn2c(SCC(=O)Nc3cccc(C)n3)nc3c2c(=O)n(C)c(=O)n3C)cc1
  A = 42.3%[activator]	B = 2.7%	C = -3.2%	D = -2.1%
> COc1ccc(OC)c(CNC(=O)c2ccc(NC(=O)c3nsc4ccccc34)cc2)c1
  A = -23.9%	B = ?	C = -12.9%	D = -12.4%[10.9 µM]
> Cc1ccc(NC(=O)CSc2nnc3scc(-c4ccccc4)n23)cc1
  A = -5.5%	B = -0.3%	C = -12.3%	D = 5.8%[10.9 µM]
> O=C(Nc1ccc2c(c1)CCC2)C1CCCO1 (centres undefined)
  A = -2.5%	B = -4.0%	C = 4.4%	D = -37.6%[inhibitor]
> Cc1ccc(S(=O)(=O)N(C)c2nonc2C)cc1
  A = 7.9%	B = 0.4%	C = -0.5%	D = -5.0%
> CCc1ccc(NC(=O)C2CCCN(S(=O)(=O)c3ccc4c(c3)oc(=O)n4C)C2)cc1 (centres undefined)
  A = ?	B = -0.6%	C = -9.3%	D = 3.3%[10.9 µM]
> Cc1ccc(S(=O)(=O)N2C(=O)CCC2C(=O)N2CCN(C)CC2)cc1 (centres undefined)
  A = 7.1%	B = 0.0%	C = 1.9%	D = 2.8%
> COC(=O)c1cc(OC)c(OC)cc1NC(=O)C1CCCO1 (centres undefined)
  A = 2.7%	B = ·	C = 3.9%	D = ·
> Cc1cc(C)c(Cn2c3ccccc3c3cnn(CC(=O)NCc4ccc(Cl)cc4)c(=O)c32)c(C)c1
  A = -11.4%	B = 1.4%	C = 5.3%	D = -5.4%[10.9 µM]
> Cc1cc(=O)[nH]c2nnc(SCC(N)=O)n12
  A = 18.1%	B = 0.7%	C = 4.4%	D = -2.1%[10.9 µM]
> COc1ccc2nc(NCCCO)[nH]c2c1
  A = 16.3%	B = ·	C = -0.4%	D = ·
> COc1ccc2c(c1OC)CN(C)CCc1cc3c(cc1C(O)C2)OCO3 (centres undefined)
  A = 4.8%	B = -0.7%	C = -3.7%	D = -4.2%
> CC(C)CC(=O)N(Cc1ccccc1)S(=O)(=O)c1ccc2c(c1)oc(=O)n2C
  A = -22.6%	B = 7.2%	C = -2.4%	D = 4.8%[10.9 µM]
> COc1ccc(C(=O)O)c(O)c1OC
  A = 10.3%	B = ·	C = -3.7%	D = 2.3%
> Cc1cc(C)cc(NC(=O)Cn2cc(S(=O)(=O)NC(C)(C)C)c(S(=O)(=O)NC(C)(C)C)c2)c1
  A = -14.2%	B = ?	C = 3.0%	D = -6.5%[10.9 µM]

Full records, quoted from the list. Screens in order: p53ts 39C kill | IkB signaling | p53ts 32C tox | Imprint erasure
`Cc1cc(C)c(Cn2c3ccccc3c3cnn(CC(=O)NCc4ccc(Cl)cc4)c(=O)c32)c(C)c1` is listed as -11.4% | 1.4% | 5.3% | -5.4%[10.9 µM]
`Cc1ccc(NC(=O)CSc2nnc3scc(-c4ccccc4)n23)cc1` is listed as -5.5% | -0.3% | -12.3% | 5.8%[10.9 µM]

(list continues)
Letters – A = p53ts 39C kill; B = IkB signaling; C = p53ts 32C tox; D = Imprint erasure
> CCS(=O)(=O)Nc1ccc(C(=O)c2ccccc2)cc1
  A = 3.8%	B = ·	C = -4.5%	D = ·
> CCN1C(=O)/C(=C2/Sc3ccc(OC)cc3N2C)SC1=Nc1cccc(O)c1
  A = -19.7%	B = ?	C = ?	D = -16.0%
> CCN(CCCNC(=O)CNC(=O)Cn1cnc2ccccc2c1=O)c1ccccc1
  A = 1.2%	B = 0.4%	C = -0.5%	D = -14.5%
> CCc1c(C)sc(NC(=O)C2CCCCC2C(=O)O)c1C(N)=O (centres undefined)
  A = 4.1%	B = 1.8%	C = -5.0%	D = -4.5%
> c1ccc2c(c1)OCC(c1nn3cnnc3s1)O2 (centres undefined)
  A = -1.2%	B = -0.5%	C = -4.2%	D = -29.8%
> CN(C)c1oc(/C=C/c2ccc(F)cc2)nc1C#N
  A = -27.1%	B = -0.6%	C = 5.4%	D = -14.2%[10.9 µM]
> O=C(Nc1ccc(S(=O)(=O)N2CCOCC2)cc1)c1ccc(Cl)s1
  A = -19.5%	B = 1.5%	C = -7.9%	D = -8.2%
> O=c1c(-c2cccs2)nc2cnc(Oc3ccccc3)nc2n1C1CC1
  A = 5.0%	B = -1.3%[11.4 µM]	C = -9.0%	D = ·
> CS(=O)c1ccc(-c2nc(-c3ccc(F)cc3)c(-c3ccncc3)[nH]2)cc1 (centres undefined)
  A = -2.4%&-11.5%	B = -0.5%&-0.4%	C = 20.7%&13.2%	D = -5.9%&-5.7%
> COc1cc(-c2nc(SCC(=O)Nc3ccc(C)cc3)c(-c3ccc(F)cc3)[nH]2)cc(OC)c1OC
  A = -18.2%	B = ?	C = -1.4%	D = -7.0%[10.9 µM]
> CCC(=O)Nc1nc2ccc3nc(C)sc3c2s1
  A = 5.2%	B = -3.6%	C = 3.2%	D = ?
> O=C(Cc1ccccc1)N/N=C/c1ccc(OC(=O)/C=C\c2ccco2)cc1
  A = 30.9%	B = ·	C = 10.2%	D = ·
> O=C(CSc1nnc(CNC(=O)c2ccccc2F)n1-c1ccccc1)Nc1ccccc1F
  A = -8.2%	B = ?	C = 6.0%	D = 6.5%[10.9 µM]
> c1ccc(C(c2nnnn2Cc2cccs2)N2CCN(C3CCCC3)CC2)cc1 (centres undefined)
  A = -8.6%	B = 1.5%	C = -8.1%	D = 3.2%
> COCCCNC(=O)c1cc2n(n1)CCCN(Cc1ccc(C)cc1)C2=O
  A = -1.6%	B = 1.7%	C = 2.8%	D = -9.5%[10.9 µM]

The list goes on, starting with the last 2 of the part before.
Letters – A = p53ts 39C kill; B = IkB signaling; C = p53ts 32C tox; D = Imprint erasure
> c1ccc(C(c2nnnn2Cc2cccs2)N2CCN(C3CCCC3)CC2)cc1 (centres undefined)
  A = -8.6%	B = 1.5%	C = -8.1%	D = 3.2%
> COCCCNC(=O)c1cc2n(n1)CCCN(Cc1ccc(C)cc1)C2=O
  A = -1.6%	B = 1.7%	C = 2.8%	D = -9.5%[10.9 µM]
> Cc1cc(C=O)c2c(c1)C=CC1(Oc3ccccc3C(=O)N1C)O2 (centres undefined)
  A = -2.0%	B = ·	C = 7.3%	D = ·
> Cc1nnc(SCC(=O)Nc2ccccc2NC(=O)CSc2nnc(C)s2)s1
  A = 15.1%	B = -1.9%	C = -4.8%	D = -8.1%
> Cc1cc(C)cc(Nc2ncc3c(n2)CC(c2ccco2)CC3=O)c1 (centres undefined)
  A = -8.3%	B = 2.9%	C = -4.6%	D = -15.6%
> Cc1cc(C)c(S(=O)(=O)NCC(c2ccc(N(C)C)cc2)N2CCc3ccccc32)c(C)c1 (centres undefined)
  A = ?	B = 0.0%	C = 7.0%	D = -13.9%[10.9 µM]
> O=C(Cn1c(=O)n(Cc2ccc(C(=O)NCc3ccccc3Cl)cc2)c(=O)c2ccccc21)Nc1ccc(F)c(Cl)c1
  A = -21.9%	B = ?	C = 7.0%	D = -2.5%[10.9 µM]
> c1ccc(CNc2nc(-c3ccoc3)nc3ccccc23)cc1
  A = -12.6%	B = -1.5%[11.4 µM]	C = -5.3%	D = -13.1%
> COc1cc(OC)cc(C(=O)Nc2c(C(=O)Nc3ccc(F)cc3)oc3ccccc23)c1
  A = ?	B = ?	C = ?	D = -18.4%[10.9 µM]
> CCN(CCCNC(=O)c1cc2c(=O)n(CC)c3ccccc3c2s1)c1ccccc1
  A = 3.6%	B = ?	C = 9.2%	D = -12.6%[10.9 µM]
> CCOC(=O)c1ccc(N2C(=O)CC(N3CCC(C(N)=O)(N4CCCCC4)CC3)C2=O)cc1 (centres undefined)
  A = -0.4%	B = ·	C = 11.3%	D = ·
> C=CCNC(=O)C1CC(=O)N(c2ccc(OCC(=O)Nc3cccc(OC)c3)cc2)C1 (centres undefined)
  A = 6.2%	B = 1.1%	C = 2.5%	D = -11.8%
> CCOC(=O)c1sc(=S)n(-c2cc(OC)ccc2OC)c1N
  A = -9.1%	B = 1.2%	C = 5.6%	D = -11.7%
> CCN1CCN(C(c2ccccc2)c2sc3nc(-c4ccco4)nn3c2O)CC1 (centres undefined)
  A = -3.5%	B = -1.0%	C = -0.8%	D = ?
> COc1ccccc1Nc1nc(-c2cccs2)cs1
  A = -15.3%	B = ?	C = -27.9%	D = -17.9%
> COCCn1c(SCC(=O)c2cccc(OC)c2)nnc1-c1ccco1
  A = 0.3%	B = 2.9%	C = -0.5%	D = 26.9%
> c1ccc(-c2noc(-c3ccc4ccccc4c3)n2)cc1
  A = ?	B = ?	C = ?	D = -36.2%[inhibitor]
> O=C(CCNS(=O)(=O)c1cccs1)NCc1ccco1
  A = 13.4%	B = -0.9%	C = -1.7%	D = 2.9%
> CC1CCCN(C(=O)c2cc3c(=O)n(C)c4ccccc4c3s2)C1 (centres undefined)
  A = ?	B = 10.5%	C = 8.8%	D = ?
> Cc1cc2ccccc2c(=O)n1CC(=O)NCC(=O)N1CCN(c2ccccc2F)CC1
  A = -5.9%	B = -0.1%	C = -1.0%	D = -9.6%
> COc1ccc(C2C=C(c3ccccc3)Nc3nc(NC(=O)/C=C/c4ccc(Cl)cc4)nn32)cc1 (centres undefined)
  A = -8.9%	B = -1.4%	C = -7.7%	D = -6.6%[10.9 µM]
> Cc1cc(NC(=O)Cn2nc(C(F)(F)F)c3c2CCCC3)no1
  A = 15.3%	B = 3.0%	C = 5.9%	D = 1.0%
> O=C(CSc1ccc(-c2ccc(F)cc2)nn1)N1CCCCC1
  A = -13.9%	B = 0.8%	C = -2.0%	D = -86.7%[inhibitor]
> COc1ccccc1NC(=O)C(O)C(O)C(=O)Nc1ccccc1OC (centres undefined)
  A = 0.0%	B = 0.3%	C = -1.2%	D = 1.0%
> Cc1cccc(-n2nnc(C(=O)NCc3ccc4c(c3)OCO4)c2N)c1
  A = -9.6%	B = 4.0%	C = -5.8%	D = -12.6%
> COC(=O)c1ccccc1NC(=O)CSc1nnc(-c2ccc(C)cc2)o1
  A = 5.1%	B = ·	C = 4.4%	D = ·
> CCOC(=O)Cc1cn2c(=O)cc(CSCC(=O)Nc3ccc(C)c(C)c3)nc2s1
  A = 4.7%	B = 0.3%	C = 2.4%	D = -11.1%
> COC(=O)[C@@]1(Cc2ccc(OC)cc2)[C@H]2c3cc(C(=O)N4CCCC4)n(Cc4ccc(OC)c(OC)c4)c3C[C@H]2CN1C(=O)c1ccccc1
  A = 0.7%	B = ·	C = 19.8%	D = -11.0%
> Cc1cc(N2CCN(c3ccccc3)CC2)n2c(n1)nc1ccccc12
  A = 12.6%	B = 0.5%	C = 5.1%	D = -4.1%
> CCC(=O)C1=C(c2ccc(F)cc2)N(C(=O)CC)n2c(nnc2C2CCCCC2)S1
  A = -9.9%	B = -2.7%	C = 11.7%	D = ?
> CC(=O)c1ccc(N2CCN(C(=O)c3cc(C)on3)CC2)cc1
  A = -0.4%	B = -2.4%	C = 5.1%	D = -19.8%
> Cc1ccc(NS(=O)(=O)c2cccc(C(=O)O)c2)c(C)c1
  A = -6.7%	B = 3.9%	C = -0.7%	D = -6.3%
> CN(Cc1ccccc1)C(=O)CSc1c2c(nc3ccc(Cl)cc13)CCCC2
  A = ?	B = ?	C = 22.4µM*	D = 3.0%[10.9 µM]
> CCn1cc(C(=O)OCC(=O)OC2CC(C)CCC2C(C)C)c(=O)c2ccc(C)nc21 (centres undefined)
  A = -5.3%	B = ?	C = 1.8%	D = -20.2%
> CC(C)(C)NC[C@H](O)COc1cccc2c1CCCC2=O
  A = 5.3%&7.4%[20.6 µM]	B = -0.4%&1.2%[25.6 µM]	C = 4.6%&-0.3%[20.6 µM]	D = -7.7%&-7.5%[16.8 µM]
> O=C(CCN1CCN(c2ccc(Cl)cc2)CC1)Nc1ccccc1F
  A = -17.8%	B = ?	C = -0.4%	D = -11.8%
> CS(=O)(=O)N1CCC(C(=O)Nc2ccc(Cl)c(C(F)(F)F)c2)CC1
  A = -21.1%	B = 2.9%	C = -3.0%	D = -19.2%
> CCOC(=O)c1sc2ncn(CC(=O)Nc3cc(C)cc(C)c3)c(=O)c2c1C
  A = ?	B = 2.2%	C = -16.0%	D = -8.1%[10.9 µM]
> CCCN(CCC)CCCNC(=O)Cn1cnc2sc(C)c(S(=O)(=O)N3CCC(C)CC3)c2c1=O
  A = 29.7%	B = -1.8%	C = -5.7%	D = -4.4%[10.9 µM]

Compound activity: PubChem BioAssay, National Center for Advancing Translational Sciences (NCATS)
